# Screening data: PubChem BioAssay, National Center for Advancing Translational Sciences (NCATS)
# 12-LOX inh – Primary qHTS assay for inhibitors of human arachidonate 12S-lipoxygenase (ALOX12): Round 2; purified 12hLO, xylenol orange hydroperoxide absorbance; Polyunsaturated fatty acid lipoxygenase ALOX12 (Homo sapiens), P18054; Potency, µM (series often up to 108 µM), inactives show at the top dose activity change, negative = inhibition, usual class: inhibitors; AID 1671190, 2021; hit rate 1.1% among 580,000; active = well fitted inhibition curve with a large enough effect; inconclusive = small, poorly fitted or top-dose-only effect, or another doubt; inactive = no such curve, though single readings can be large or run the other way
# Target sequence (P18054 whole entry, looked up): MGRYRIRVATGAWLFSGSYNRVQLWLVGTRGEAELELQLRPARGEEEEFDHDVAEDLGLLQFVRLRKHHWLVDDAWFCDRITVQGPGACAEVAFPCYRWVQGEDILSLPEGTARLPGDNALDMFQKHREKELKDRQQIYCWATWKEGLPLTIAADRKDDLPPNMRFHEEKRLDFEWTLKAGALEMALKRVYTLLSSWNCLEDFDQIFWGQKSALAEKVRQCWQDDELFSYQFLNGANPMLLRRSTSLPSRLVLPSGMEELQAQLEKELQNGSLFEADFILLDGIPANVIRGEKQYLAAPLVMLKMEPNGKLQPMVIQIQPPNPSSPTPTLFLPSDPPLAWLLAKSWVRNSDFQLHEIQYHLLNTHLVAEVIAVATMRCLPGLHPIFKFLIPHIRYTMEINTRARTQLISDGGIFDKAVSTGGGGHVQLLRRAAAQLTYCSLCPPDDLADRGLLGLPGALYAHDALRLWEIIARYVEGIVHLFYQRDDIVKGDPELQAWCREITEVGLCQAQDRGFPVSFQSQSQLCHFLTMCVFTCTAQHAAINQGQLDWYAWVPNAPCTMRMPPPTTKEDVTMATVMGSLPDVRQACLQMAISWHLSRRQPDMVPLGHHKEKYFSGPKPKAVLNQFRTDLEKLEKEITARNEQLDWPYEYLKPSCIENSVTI
#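 Purified human 12hLO (150 nM final) in 25 mM Hepes, 0.01% Triton X-100, pH 7.0 was preincubated 15 min at room temperature with compound. Then 40 uM arachidonic acid was added, 30 min. Hydroperoxide was read by Fe-XO absorbance ratio 573/405 nm.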
# Starred values were filed as active, the others as inactive; ? = inconclusive; [ ] = remark or other dose. % is scaled to controls: 0 for no effect and ±100 for the full control effect; potency is read from the fitted curve at half-maximal effect. A portion of the library, so the mix of outcomes need not match the whole.
12-LOX inh,SMILES
19%[176 µM],COCC(=O)NC[C@@H]1C=C(C)[C@H](Cc2nc3ccc(C(=O)OC)cc3[nH]2)C[C@H]1C(C)C
25%,CC(=O)Nc1cccc(C(C)NC(=O)C=C2CCCC2)c1 (stereo not given)
3%,COc1ccc(NC2=C(C(=O)N3CCOCC3)S(=O)(=O)c3ccccc32)cc1
-19%,COc1ccc(C)cc1-n1nnnc1SCc1noc(CC(C)C)n1
?,O=c1[nH]c(C2CCCN(CC3CC3)C2)nn1-c1ccccc1 (stereo not given)
-4%,CCc1nc2ccc(C(=O)Nc3ccc4c(c3)OCC(=O)N4)cn2c1N(C)Cc1nccn1C
2%,Cc1cc(C)nc(SCC(C)Cn2c(Br)nc3c2c(=O)[nH]c(=O)n3C)n1 (stereo not given)
?,COc1cccc(CNC(=O)C=C(C)C)c1
-2%[6.33 µM],COC(=O)CNC(=O)C1CCc2nnc(CNC(=O)Nc3cccnc3)n21 (stereo not given)
2%,Cc1cc(C)n(CCCNCC(O)COCc2cccs2)n1 (stereo not given)
83%[activator],O=C(Nc1ccccc1I)c1cc2ccccc2oc1=O
7%,O=C1c2ccccc2C(c2nnnn2-c2ccc3c(c2)OCCO3)N1Cc1ccco1 (stereo not given)
?,CCCN(C(=O)COC(=O)CCC(=O)c1ccccc1)c1c(N)n(Cc2ccccc2)c(=O)[nH]c1=O
?,O=C1CCN(C(=O)[C@@H]2CCCN2Cc2cccc(OC(F)(F)F)c2)CCCCCCN1
-27%,Cc1ccc2cc(C(=O)NCc3ccc(N4CCCC4)nc3)c(C)nc2c1
27%,CC(C)NC(=O)c1ccccc1C(=O)c1ccc(F)cc1
?,S=c1[nH]c2cc(-c3ccccc3)ccc2s1
-17%,C[C@H]1CN([C@@H](C)CO)C(=O)CCCn2cc(nn2)CO[C@@H]1CN(C)S(C)(=O)=O
-24%,CCCCNC(=O)CSc1c2c(nc3cc(Cl)ccc13)CCCC2
-25%,O=C(O)c1ccc2c(c1)OCCOCCOCCO2
24%,COc1ccc(OC)c2nc(-c3cccc(Cl)c3)c(CN3CC(O)C3)cc12
-22%,Cc1ccc(C(=O)Cn2c(Cl)nc3c2c(=O)n(C)c(=O)n3C)c(C)c1
-6%,CC(C)Nc1nc(-c2ccc(S(=O)(=O)N3CCCCCC3)cc2)cs1
13%[176 µM],Fc1ccccc1CN1CCOC[C@H]1c1ncc(-c2ccc(Cl)s2)[nH]1
-13%,COc1ccc(NC(=O)N2CCC3(CC2)CC(N(C2CC2)S(C)(=O)=O)CCO3)cc1 (stereo not given)
-6%,Cc1ccc(F)cc1CN1CCN(C)C2(CCC(=O)N(CC3CC3)CC2)C1 (stereo not given)
?,CC1(C)CC(=O)C2=C(C1)NC1=C(C(=O)c3ccccc31)C2c1ccc(C(F)(F)F)cc1 (stereo not given)
3%,CC(C)CSCC1OC(n2cnc3c(N)nccc32)C(O)C1O (stereo not given)
?,CCS(=O)(=O)c1nc(-c2ccc(F)cc2)cc(C(F)(F)F)n1
?,Cc1ccc(-c2nnn(CC(=O)N(C)Cc3ccc(Cl)s3)n2)cc1

# Five entries from above, as comma-separated lines.
compound,12-LOX inh
O=C1CCN(C(=O)[C@@H]2CCCN2Cc2cccc(OC(F)(F)F)c2)CCCCCCN1,?
Cc1ccc2cc(C(=O)NCc3ccc(N4CCCC4)nc3)c(C)nc2c1,-27%
CC(C)NC(=O)c1ccccc1C(=O)c1ccc(F)cc1,27%
S=c1[nH]c2cc(-c3ccccc3)ccc2s1,?
C[C@H]1CN([C@@H](C)CO)C(=O)CCCn2cc(nn2)CO[C@@H]1CN(C)S(C)(=O)=O,-17%

# Another view of part of the listing above:
compound | 12-LOX inh
Cc1cc(C)n(CCCNCC(O)COCc2cccs2)n1 (stereo not given) | 2%
O=C(Nc1ccccc1I)c1cc2ccccc2oc1=O | 83%[activator]

# (list continues)
12-LOX inh,SMILES
95%[activator],CCN(Cc1ccncc1)C(=O)c1ccc2c(c1)C(O)CCCCCN2CCOC (stereo not given)
13%,O=C(COc1ccc(F)cc1)N1CCCC(c2noc(COc3ccccc3F)n2)C1 (stereo not given)
38%[activator],COc1cccc(CNC(=O)[C@@H]2C[C@@H](O)CN2C2CCN(C(=O)c3cc(C)n(C)n3)CC2)c1
3%,CC1(C)OC(=O)C2=C(CC(CCc3ccccc3)OC2c2ccccc2)O1 (stereo not given)
0%,CCCCS(=O)(=O)N1C2=NC(C(=O)OCC)=C(C(=O)OCC)C3N(Cc4ccc(Br)cc4)c4ccccc4[C@]23C[C@H]1C(=O)OC (stereo not given in full)
3%[176 µM],CN1CCCC2(C1)CN(Cc1cccnc1)c1ccc(C(=O)Nc3ccc(F)cc3)cc12 (stereo not given)
12%,O=C(CCc1ccccc1)N1CCC2(CC1)CN(c1ncccn1)CC2CO (stereo not given)
48%[activator],COc1ccc(CCN2C(=O)O[C@@H]3CN(c4nc(C)cc(C)n4)C[C@@H]32)cc1
-35%,COc1cc(C(=O)Nc2c(NC3CCCCC3)c3ccccc3oc2=O)ccc1OC(C)=O
-40%,CN(C)S(=O)(=O)c1ccc(-c2nc(C#N)c(N3CCN(c4cccc(Cl)c4)CC3)o2)cc1
?,CCCc1nc2ccc(C)cn2c1Cc1ccccc1C(F)(F)F
-5%[176 µM],CN(Cc1cccn1C)C(=O)c1cccc(Cl)c1
-2%,CN(C)C(CNC(=O)Cc1c[nH]c2ccccc12)c1ccccc1 (stereo not given)
8%,COc1ccc(S(=O)(=O)N2c3ccc(Br)cc3C(C)=CC2(C)C)cc1
-4%,Cn1c(NCCCO)nc2c1c(=O)n(Cc1cccc(Cl)c1)c(=O)n2C
?,COc1ccccc1CN1CC(CNC(=O)Nc2ccccc2)C2(C1)CN(c1ccccc1)C2 (stereo not given)
40µM*,CCCCCCCCCc1conc1C(=O)/C=C/c1oc2c(c1C)CCC(C)C2 (stereo not given)
75%[activator],Cc1[nH]c2ccc(C(=O)N3CC[C@@](C)(O)[C@@H](O)C3)cc2c1C
-2%[176 µM],CS(=O)(=O)N1C[C@@H]2OCC(=O)N(Cc3ccccc3)[C@@H]2C1
10%,COc1ccc(/C=C/C(=O)Oc2ccc(C(C)=O)cc2)cc1
-21%,Cc1ccc(-c2ccc(OC(=O)c3cnc(C)cn3)cc2)cc1
?,Cc1nn2c(c1-c1ccccc1C(C)C)N(Cc1ccc(C(=O)O)cc1)CCC2
?,Fc1ccc(CSc2nc(-c3ccccc3)cc(C(F)(F)F)n2)cc1
1%,CCCC1=NN(C(=O)CSCc2ccccc2Cl)C(O)(C(F)(F)F)C1 (stereo not given)
-55%,CC(C)CN(C(=O)c1cc2c(s1)CCCCC2)c1c(N)n(CC(C)C)c(=O)[nH]c1=O
?,CN(C)CCNC(=O)C[C@@H]1CCNC[C@@H]1Cc1cc(-c2ccc(C(C)(C)C)cc2)on1
?,CC1Cc2cc(-c3csc(NC4CCCC4)n3)ccc2N1S(C)(=O)=O (stereo not given)
-31%,Cc1ccc(C(=O)N2C[C@@H](C)[C@](O)(C3CC3)C2)s1
41%[activator],CC(C)c1nnc(C2CN(C(=O)c3ccc(Cl)s3)CC23CCOCC3)o1 (stereo not given)
26%,COC(=O)C(C)Oc1ccc2c(=O)c(-c3ccc(Cl)cc3)c(C(F)(F)F)oc2c1 (stereo not given)

# Shown as a hit in 12-LOX inh, among the entries above:
12-LOX inh,SMILES
40µM*,CCCCCCCCCc1conc1C(=O)/C=C/c1oc2c(c1C)CCC(C)C2 (stereo not given)

# Carrying on:
12-LOX inh,SMILES
18%,CN1CCCCCCN(C(=O)C2CCCCC2)[C@H]2CCC[C@H]2C1=O
81%[activator],CCOC(=O)CCNC(=O)N1CC[C@H]2C(=O)NCCCCCCN(Cc3ccncc3)[C@@H]2C1
67%[activator],Cn1c(CCNC(=O)C23CCCC=C2N(Cc2ccccc2)C(=O)CC3)nc2ccccc21 (stereo not given)
27%,CN(CC(=O)Nc1cccc(F)c1)C(=O)C1CCN(c2ccc(C#N)cn2)CC1
?,COc1ccc(-c2cc(C(=O)N3CCN(C(=O)C(=O)N4CCOCC4)CC3)c3ccccc3n2)cc1
5%,CC(=O)Nc1ccc(-c2ccnc3c2CC(C)(C(=O)Nc2ccc(C(C)C)cc2)O3)cc1 (stereo not given)
-5%,N#Cc1ccc(CS(=O)(=O)Cc2ccccc2F)cc1
?,CC(C)Cc1cc(CC2(NCc3ccccc3O)COC2)no1
8%,COc1ccc(CNC(=O)/C=C/c2ccccc2)cc1
?,COc1ccc(-c2cc(N3CCC(NC(=O)c4ccc(N(C)C)cc4)C3)n[nH]2)cc1 (stereo not given)
-6%,Cc1cccc(C(C)NNC(=O)C(O)(c2cccc(C)c2)c2cccc(C)c2)c1 (stereo not given)
29%,O=C(NCc1nnc2cc(-c3nc(C4CC4)no3)ccn12)c1ccc(F)cc1
?,N#Cc1ccccc1CNc1ccc(Br)cc1F
47%[activator],N#Cc1cccnc1N1CCN(c2nccc(N3CCCC(O)C3)n2)CC1 (stereo not given)
24%,O=C(CCn1ccc(=O)[nH]c1=O)N1CCN(Cc2ccccc2)CC(O)C1 (stereo not given)
20%,CC(O)CNc1nc2c(c(=O)n(Cc3ccccc3)c(=O)n2C)n1Cc1ccccc1 (stereo not given)
-27%,Cc1oc2ccn(Cc3ccc(F)cc3)c(=O)c2c1C(=O)NC1CCCCCC1
2%,CCO[C@H]1CN(C(=O)c2ccc(N3CCN(C)CC3)cc2)C[C@@H]1O
2%,COCC(=O)Nc1cc(C(=O)N2CCN(c3ccccc3)C(=O)C2)cc2nc(-c3ccccc3)n(C)c12
?,CC(Sc1nc(-c2ccccc2)c(-c2ccccc2)o1)C(=O)N1CCCC1 (stereo not given)
14%,CCC(CC)NC(=O)Nc1ccc(Cl)cc1Cl
?,C/C=C/Cn1c(SC(C)CC)nc2c1c(=O)[nH]c(=O)n2C (stereo not given)
33%[activator][176 µM],Cc1ccc(CN2CC[C@H](c3nnc(Cc4ccccc4)o3)C2)cc1
15%,COc1ccc(-c2[nH]ncc2CN2CCn3nnc(CCC(=O)N4CCCC4)c3C2)cc1
40%,CCCOc1ccc(NC(=O)c2cccc(OCC)c2)c2cccnc12
?,CNC(=O)[C@@H](c1ccccc1)N1CCC[C@H]1C(=O)NC1CCCCC1
29%,CN(CCc1noc(C2CN(C(=O)c3ccccc3C(F)(F)F)C2)n1)C(=O)C1CC1
16%[176 µM],CC(C)C(=O)N1CCc2c(n(Cc3cccnc3)n(CCc3ccccc3)c2=O)C1
3%,O=C(Nc1ccc(-c2nnc3n2CCCC3)cc1)Nc1ccccc1Cl
-22%,CCN(CC)c1nc2c(c(=O)n(C)c(=O)n2C)n1CC(=O)c1ccc(Br)cc1
-13%,Cc1c(C)n(Cc2ccncc2)c2ncn3nc(Cc4ccccc4)nc3c12
-14%,CCn1c(CC2CCN(C(=O)CCc3ccc4c(c3)OCO4)CC2)nn(C)c1=O
21%[176 µM],CN(C)Cc1cc(CC2(NCc3ccccc3Cl)COC2)no1
-16%,COc1cc(CNc2ncnc3c2ncn3[C@H]2CN(Cc3ccccc3)C[C@@H](COC(C)=O)O2)cc(OC)c1OC
22%,CN(CCc1ccccn1)C(=O)CCC[C@H]1NC[C@@H]2CC1CN(Cc1ccccc1)C2
-1%[12.5 µM],O=C(NC1CC1)C1CCc2nnc(-c3cccnc3)n21 (stereo not given)
18%,COCC(=O)N[C@H]1CCN2C(=O)c3cc(-c4cc(Cl)ccc4OC)ccc3NC(=O)[C@@H]2C1
?,O=C(NCc1ccc(C(F)(F)F)cc1)C1CN(c2cccc(Cl)c2)C(=O)N1 (stereo not given)
?,O=S(=O)(NC1CCN(S(=O)(=O)c2ccc(Br)cc2)CC1)c1cccs1
2%[12.5 µM],CC(C)NC(=O)C1=NOC2CN(C(=O)NC(C)C)CC12 (stereo not given)
0%,COC(=O)c1ccccc1NS(=O)(=O)c1c(C)cc(C)cc1C
-1%[176 µM],Cc1ccccc1-c1cc2c(nc1-c1ccccc1)nc(C(=O)NCCN(C)C)n2C
0%,O=C1NC[C@@H](CCCCN2C[C@H](Cc3ccccc3)N(CC3CCCCC3)C(=O)C2=O)N(CCc2ccccc2)C1=O
2%,Cc1nc2ccc(C(=O)NCc3ccncc3)cc2nc1C
4%,Cc1ccc(-c2cc(-c3ccccc3)c(C#N)c(SCS(=O)Cc3ccccc3)n2)cc1 (stereo not given)
78%[activator][176 µM],CN(C)C(=O)c1ccc2ccnn2c1

# As entered above:
# 12-LOX inh with COc1cc(CNc2ncnc3c2ncn3[C@H]2CN(Cc3ccccc3)C[C@@H](COC(C)=O)O2)cc(OC)c1OC stands at -16%
# 12-LOX inh with Cc1ccc(-c2cc(-c3ccccc3)c(C#N)c(SCS(=O)Cc3ccccc3)n2)cc1 (stereo not given) stands at 4%
# 12-LOX inh with Cc1nc2ccc(C(=O)NCc3ccncc3)cc2nc1C stands at 2%
